RBX1-CUL1 inh: human ROC1-CUL1 E3 ligase inhibition; P62877+Q13616; in vitro K48 di-Ub FRET, acceptor:donor ratio, 45 min; inhibition, % at 10 µM; AID 1347404; 140,000 compounds, 0.6% hits; in the data active means inhibition above about 25%
Target sequence (P62877 whole entry, looked up): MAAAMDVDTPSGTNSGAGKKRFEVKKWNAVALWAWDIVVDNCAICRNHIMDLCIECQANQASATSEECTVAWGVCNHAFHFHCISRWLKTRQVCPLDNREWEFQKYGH
Target sequence (Q13616 whole entry, looked up): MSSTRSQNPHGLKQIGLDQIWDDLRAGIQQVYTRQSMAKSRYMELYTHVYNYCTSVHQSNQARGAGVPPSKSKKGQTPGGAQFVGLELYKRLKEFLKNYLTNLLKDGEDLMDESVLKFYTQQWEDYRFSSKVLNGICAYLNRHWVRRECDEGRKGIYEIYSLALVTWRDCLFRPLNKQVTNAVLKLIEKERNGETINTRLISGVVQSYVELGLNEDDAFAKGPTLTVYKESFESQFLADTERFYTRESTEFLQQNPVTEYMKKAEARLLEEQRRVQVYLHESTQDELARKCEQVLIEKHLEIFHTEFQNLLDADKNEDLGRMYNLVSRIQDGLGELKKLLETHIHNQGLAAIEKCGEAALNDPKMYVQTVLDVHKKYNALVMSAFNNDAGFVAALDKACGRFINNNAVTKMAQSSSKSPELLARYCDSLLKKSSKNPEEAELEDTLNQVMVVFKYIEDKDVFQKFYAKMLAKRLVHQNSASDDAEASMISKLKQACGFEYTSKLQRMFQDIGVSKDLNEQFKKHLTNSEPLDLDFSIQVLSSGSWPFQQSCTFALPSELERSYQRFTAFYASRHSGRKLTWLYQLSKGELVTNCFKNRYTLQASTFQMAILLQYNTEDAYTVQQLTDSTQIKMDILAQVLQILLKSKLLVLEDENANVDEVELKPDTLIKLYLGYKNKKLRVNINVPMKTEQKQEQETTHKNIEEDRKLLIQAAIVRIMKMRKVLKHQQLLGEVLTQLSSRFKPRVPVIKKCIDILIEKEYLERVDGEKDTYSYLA
* marks the source's active call; other numbers are inactive results.

The opening 18 compounds, ahead of the listing:
SMILES	RBX1-CUL1 inh
CC(=O)Nc1ccc(N2C(=O)CSC23C(=O)Nc2ccccc23)cc1 (stereo not given)	3
COc1cc(/C=C2/C(=O)NC(=O)N(c3cccc(Cl)c3)C2=O)cc(Br)c1OCC(=O)NCCc1ccccc1	-1
COc1ccc(Cc2nn3c(Cc4ccccc4C)nnc3s2)cc1	-6
Cc1ccc(NC(=O)c2cccc(NC(=O)CCC(=O)O)c2)cc1C	-5
CCOc1cc(/C=N/NS(=O)(=O)c2ccccc2)ccc1OCc1c(Cl)cccc1Cl	2
COc1ccc(OCC(=O)Nc2ccc3c(c2)nc(CCNC(=O)c2ccco2)n3C)cc1	10
O=C(Nc1nnc(SCC(=O)N2CCN(c3ccc(Cl)cc3)CC2)s1)c1ccccc1Cl	5
CCCCC1CN(CCNC(=O)Cc2cc(OC)c(OC)c(OC)c2)Cc2ccccc2O1 (stereo not given)	2
C/C(=N\NC(=O)c1ccncc1)c1ccc(N(C)C)cc1	7
CCOC(=O)c1c(NC(=O)CSc2nnc(-c3cccnc3)o2)sc2c1CCC2	2
COc1ccc(CN2CCNC(=O)C2CC(=O)N2CCC(OC)CC2)c(C)c1C (stereo not given)	1
C=CCSc1nc(SCC=C)c2cnc(N3CCc4ccccc43)nc2n1	8
CCOc1cc(-c2ccc3c(c2)OCO3)cc(=Nc2cccc(OC)c2)c2c(C)oc(C)c12	0
CC(C)(C)CN1CC(NC(=O)C(=O)c2ccco2)CC1=O (stereo not given)	5
O=[N+]([O-])c1ccccc1C=N[C@@H]1CCCC[C@H]1N=Cc1ccccc1[N+](=O)[O-]	11
c1ccc2c(c1)CCc1ccccc1C2N1CCN(C2c3ccccc3CCc3ccccc32)CC1	-5
Cc1c(Br)c(=O)oc2c(C)c(O)ccc12	5
Cc1ccc(NC(=O)Cc2ccccc2)c(O)c1	1

This part in full, from the start:
SMILES	RBX1-CUL1 inh
CC(=O)Nc1ccc(N2C(=O)CSC23C(=O)Nc2ccccc23)cc1 (stereo not given)	3
COc1cc(/C=C2/C(=O)NC(=O)N(c3cccc(Cl)c3)C2=O)cc(Br)c1OCC(=O)NCCc1ccccc1	-1
COc1ccc(Cc2nn3c(Cc4ccccc4C)nnc3s2)cc1	-6
Cc1ccc(NC(=O)c2cccc(NC(=O)CCC(=O)O)c2)cc1C	-5
CCOc1cc(/C=N/NS(=O)(=O)c2ccccc2)ccc1OCc1c(Cl)cccc1Cl	2
COc1ccc(OCC(=O)Nc2ccc3c(c2)nc(CCNC(=O)c2ccco2)n3C)cc1	10
O=C(Nc1nnc(SCC(=O)N2CCN(c3ccc(Cl)cc3)CC2)s1)c1ccccc1Cl	5
CCCCC1CN(CCNC(=O)Cc2cc(OC)c(OC)c(OC)c2)Cc2ccccc2O1 (stereo not given)	2
C/C(=N\NC(=O)c1ccncc1)c1ccc(N(C)C)cc1	7
CCOC(=O)c1c(NC(=O)CSc2nnc(-c3cccnc3)o2)sc2c1CCC2	2

Some of the entries above in a different format:
RBX1-CUL1 inh | SMILES
10 | COc1ccc(OCC(=O)Nc2ccc3c(c2)nc(CCNC(=O)c2ccco2)n3C)cc1
2 | CCOC(=O)c1c(NC(=O)CSc2nnc(-c3cccnc3)o2)sc2c1CCC2

Continued.
SMILES	RBX1-CUL1 inh
COc1ccc(CN2CCNC(=O)C2CC(=O)N2CCC(OC)CC2)c(C)c1C (stereo not given)	1
C=CCSc1nc(SCC=C)c2cnc(N3CCc4ccccc43)nc2n1	8
CCOc1cc(-c2ccc3c(c2)OCO3)cc(=Nc2cccc(OC)c2)c2c(C)oc(C)c12	0
CC(C)(C)CN1CC(NC(=O)C(=O)c2ccco2)CC1=O (stereo not given)	5
O=[N+]([O-])c1ccccc1C=N[C@@H]1CCCC[C@H]1N=Cc1ccccc1[N+](=O)[O-]	11
c1ccc2c(c1)CCc1ccccc1C2N1CCN(C2c3ccccc3CCc3ccccc32)CC1	-5
Cc1c(Br)c(=O)oc2c(C)c(O)ccc12	5
Cc1ccc(NC(=O)Cc2ccccc2)c(O)c1	1
COc1cccc(NC(=O)CSc2nnc(Cc3ccccc3)n2C)c1	-1
CCN=C1CC=C(Br)C=C(C(=O)/C=C/c2ccc(C(F)(F)F)cc2)C1=O	6
Cc1nc2ccc(C(=O)N/N=C/c3ccccn3)cc2[nH]1	-5
Cn1c(=O)oc2cc(S(=O)(=O)CCC(=O)NCc3ccc(Cl)cc3)ccc21	-1
NS(=O)(=O)c1cnccc1NN1CCCCCC1	10
CCC(=O)N1CCC(C(=O)Nc2cccc(-c3cccc(Cl)c3)c2)CC1	6
C=CCSc1nc2ccccc2n1C(=O)c1ccc2c(c1)OCO2	-4
CCOC(=O)C1C(=O)/C(=C/c2ccc(N(CC)CC)cc2)SC1=NC(=O)c1ccc(C)cc1 (stereo not given)	14
CCN1C(=O)C2C(C1=O)N1C(c3cccs3)C3C(=O)N(CC)C(=O)C3N1C2c1cccs1 (stereo not given)	10
CS(=O)(=O)N1CCc2cc(C(=O)N3CCN(c4ccc(F)cc4)CC3)ccc21	-3
O=S(=O)(c1ccc2nc(Nc3ccc(Br)cc3F)ccc2c1)N1CCCC1	-2
CNC(=O)C(C)Oc1cc(C)c(Cl)c(C)c1 (stereo not given)	0
CC(=O)c1ccc(NC(=O)c2cn3c4c(ccc(Cl)c4c2=O)OC(C)C3)cc1 (stereo not given)	-6
O=C(Oc1ccc2ccccc2c1)c1cccc([N+](=O)[O-])c1	-3
CC(=O)c1cc2c(cc1NC(=O)c1cccc(I)c1)OCO2	13
C/C(=N/N1CCN(Cc2ccc(Cl)cc2)CC1)c1ccc(Cl)cc1	3
CCOC(=O)C(NC(=O)c1ccc(Cl)cc1Cl)(Nc1ccc(F)c(F)c1)C(F)(F)F (stereo not given)	3
C=CCN(Cc1cc(OC)ccc1OC)C(=O)Nc1ccccc1	1
CC(=O)N1c2c(cc(Br)cc2S(=O)(=O)Nc2ccc(OC(F)(F)F)cc2)CC1C (stereo not given)	-6
O=C1c2ccccc2C(=O)N1C(=NS(=O)(=O)c1ccccc1)c1ccccc1	7
CCOC(=O)CC1CCCCN1Cc1cnc(S(C)(=O)=O)n1CC(C)C (stereo not given)	6
Cc1ccnc(NS(=O)(=O)c2ccc(NC(=O)c3oc4cc(C)c(Cl)cc4c3C)cc2)n1	1
COc1ccc(CN2CCCN(CC(=O)Nc3ccc(Br)cc3F)S2(=O)=O)cc1	-13
CCOC(=O)C1=C(C)N=c2s/c(=C/c3cc4ccccc4n3Cc3ccccc3[N+](=O)[O-])c(=O)n2C1c1ccc(OC)cc1 (stereo not given)	3
Cc1ccc(-c2nnc(SCC(=O)Nc3nc(-c4ccccc4)cs3)n2N)cc1	-2
COc1ccccc1N(Cc1ccc(F)cc1)S(C)(=O)=O	3
C=CCNCc1ccc(OCC(O)CN2CCCC2)c(OC)c1 (stereo not given)	10
Nc1c(C(=O)Nc2ccccc2F)sc2nc3c(cc12)CCCCC3	2
Cc1ccc(NC(=S)NCc2ccc(Cl)cc2)cc1	-3
CN(C)c1ncccc1CNC1CCOCC1	-3
CCc1ccc(NS(=O)(=O)c2ccc3[nH]c4c(c3c2)CCCCCC4)cc1	-7
CC(=O)c1ccc2c(c1)SCc1ccccc1O2	-2
CCN(CC)S(=O)(=O)c1ccc(N=CC2C(=O)N(c3ccc(F)cc3)N=C2C)cc1 (stereo not given)	-1
CCOC(=O)c1ccc(OC(=O)c2cc(OC)c(OC)c(OC)c2)c(OC)c1	-4
Cc1ccc(Cl)c2c1N[C@@H](c1ccc(C(=O)O)cc1)[C@H]1CC=C[C@@H]21	11
CCC(=O)OC1=NN(c2ccc(C)cc2)/C(=C/C2=NCCc3cc(OC)c(OC)cc32)S1	-2
COC(=O)C(c1ccccc1)c1ccccc1	-10
Cc1cccc(N2CCN(C(=O)c3ccc4c(c3)N(Cc3cccc(Cl)c3)C(=O)c3ccccc3S4=O)CC2)c1C (stereo not given)	-15
O=C(Nc1ccccc1C(=O)NCC1CCCO1)c1ccc(Cl)cc1Cl (stereo not given)	0
Cc1cc(C)c2oc(-c3cccc(NC(=O)COc4ccc([N+](=O)[O-])cc4)c3)nc2c1	-12
C[C@H]1CC[C@]2(C)CCC(=O)C[C@H]2C1=O	-6
Cc1ccc(S(=O)(=O)N2CCN(CCO)CC2)cc1	3
Next part
SMILES	RBX1-CUL1 inh
CN1CCN(c2nc3c(S(=O)(=O)c4ccc(Br)cc4)nnn3c3ccsc23)CC1	4
Cc1ccc2occ(-c3cc(-c4ccc(F)cc4)nc4c3COc3ccc(F)cc3-4)c(=O)c2c1	0
O=C1Nc2c(cc([N+](=O)[O-])cc2[N+](=O)[O-])C(=O)C1(Cl)Cl	21
O=C(Cn1c(=O)oc2ccccc21)Nc1ccc(C(=O)O)cc1	3
CCOC(=O)c1cccc(NC(=O)C(C)CC)c1 (stereo not given)	-12
O=C(Nc1ccc2c(c1)OCO2)c1cc([N+](=O)[O-])ccc1Cl	1
CCOCCc1nn2c(=O)cc(COC(=O)c3ccc(NC(=O)C(C)(C)C)cc3)nc2s1	6
Cc1ccc(C)c(CN2CCCN(Cc3ccccc3C)S2(=O)=O)c1	-3
O=C(Nc1cccc(Cl)c1Cl)c1cc2nc(-c3ccc(Cl)cc3)cc(C(F)(F)F)n2n1	4
O=C(NC1CC1)C1CCCN(C2CCN(C/C=C/c3ccco3)CC2)C1 (stereo not given)	9
Cc1c(C(=O)N2CCCC2)oc2c1-c1nn(CC(=O)NCc3ccccc3F)cc1CC2	-9
COc1ccc(NC(=O)c2c(NCc3sccc3C)sc3c2CCCCC3)c(OC)c1	6
Cc1ccc(N(C)C(=O)Cn2ncc3c([nH]c4ccccc43)c2=O)cc1C	9
COc1cccc(-c2ccc3c(N)c(C(=O)Nc4ccc(C(F)(F)F)cc4)sc3n2)c1	2
CCc1ccc(S(=O)(=O)NCc2cccn2Cc2cccc(C)c2)cc1	5
COc1ccc(S(=O)(=O)Nc2cc(Sc3ncn[nH]3)c(O)c3ccccc23)cc1	97*
COC(=O)C1=C(C(=O)OC)C(CCc2ccccc2)N(c2ccccc2)C(C(=O)OC)=C1C(=O)OC (stereo not given)	10
CCS(=O)(=O)N1CCCC(C(=O)Nc2ccc(I)cc2)C1 (stereo not given)	1
Cc1ccc(N(C)S(=O)(=O)c2ccc3c(c2)C(=O)C(C(=O)O)C=N3)cc1C (stereo not given)	4
COCCN(CC1CC1)CC1CCN(Cc2ccccc2F)CC1	5
COc1ccc2c(c1)c1c(c(=O)n(Cc3ccccc3)c(=O)n1CC(=O)NCc1ccc(C)cc1)n2C	-2
CCOc1ccc(NC(=O)Cn2cc(C(=O)c3ccccc3)c(=O)c3cc4c(cc32)OCCO4)cc1	-11
CC1CCN(S(=O)(=O)c2ccc3c(c2)N(C)C(=O)CC(=O)N3C)CC1	-9
Cc1cc(C)n(C(C)CC(=O)Nc2cccc(C(F)(F)F)c2)n1 (stereo not given)	3
COC(=O)c1ccc(C2c3c(n[nH]c3-c3ccccc3)OC(=N)C2C#N)cc1 (stereo not given)	2
Cc1cccc(C)c1-n1nnnc1C1(N(C)Cc2ccccc2)CCCC1	7
COc1ccccc1N1CCN(CC(=O)c2c(C)[nH]c3ccccc23)CC1	1
CCOC(=O)C(C)Oc1cc2c(C)cc(=O)oc2cc1Cl (stereo not given)	1
CCn1cnnc1CCNC(=O)Nc1nnc(Cc2cccc(C)c2)s1	-8
O=C(Cc1c(F)cccc1Cl)Nn1nnnc1Nc1ccccc1	2
NC(=O)N1CCn2c3c(c4cc(C5CCCCC5)ccc42)CCCC31 (stereo not given)	1
Cn1ccnc1CNC(=O)Nc1nnc(CCC(=O)c2ccccc2)s1	8
Oc1ccc(Cl)cc1-c1[nH]nc(-c2ccccc2)c1I	1
O=c1c(OCc2ccccc2)c(-c2ccco2)oc2ccc(Cl)cc12	-3
COc1cc(/C=C2/Sc3ccccc3C2=O)cc(Br)c1OC	-2
CC(C)c1ccc2c(c1)C(N1CCN(CCO)CC1)Cc1ccc(F)cc1S2 (stereo not given)	4
Cc1ccc(CC2(CCC(=O)N3CCCC3c3nc4ccccc4s3)CCC(=O)N2)cc1 (stereo not given)	7
CCOc1ccccc1NC(=O)CN(Cc1ccccc1)S(C)(=O)=O	-1
FC(F)(F)c1n[nH]c(=S)n1/N=C/c1ccc(Cl)cc1	-2
COc1ccc(Cn2ccc3nc(C)c(C(=O)Nc4ccc(C)c(F)c4)cc3c2=O)cc1	1
COc1ccc2occ(/C=N/NC(N)=S)c2c1	6
COc1ccc(-c2csc(NC(=O)c3ccc(C(=O)c4ccccc4)cc3)n2)c(C)c1	-4
COc1ccc(-c2nn(CN3CCN(Cc4ccccc4)CC3)c(=S)o2)cc1OC	11
Cc1ccc(C(=O)NC(C)c2nnc(SCC(=O)Nc3cc(Cl)ccc3Cl)n2C)cc1 (stereo not given)	1
CC(C)(C)C(=O)N1CCC[C@H]1C(O)(c1ccccc1)c1ccccc1	1
CCOc1ccc(C(C)NC(=O)c2ccccc2Cl)cc1OCC (stereo not given)	-1
CC1(C)C(C=C(Cl)Cl)C1C(=O)N1CCN(c2ccccc2)CC1 (stereo not given)	13
N#CC1C(=N)Oc2cc(N)ccc2C1c1cccnc1 (stereo not given)	-10
COc1ccccc1Oc1ncccc1CNC(=O)Cc1cccnc1	3
COc1ccccc1Nc1ncnc2c1nc1n2CCCC1	-8
Going on with the list:
SMILES	RBX1-CUL1 inh
CS(=O)(=O)Nc1cccc2nsnc12	14
Cc1nn(-c2nc3ccccc3[nH]2)c2c1C(=O)CC(c1ccccc1)C2 (stereo not given)	-9
CC(C)c1ccccc1NC(=O)CN1CCN(c2ccccc2)CC1	1
CN(CCn1ccc2ccccc21)C(=O)c1coc(COc2ccccc2)n1	-6
CCOc1ccccc1NC(=O)c1nc(SC(C)C)ncc1Cl	-2
Cc1ccc2c(c1)c1c(n2CC(O)CNc2ccccc2)C(=O)CCC1 (stereo not given)	4
Cc1ccc(C)c(NC(=O)CN(C)S(=O)(=O)c2ccc3c(c2)CCC(=O)N3)c1	0
Cc1ccc(C(=O)N2CCc3cc(CNS(=O)(=O)c4ccc(Cl)s4)ccc32)cc1	7
COCCCn1c(C(=O)N2CCCCC2)cc2c(=O)n3cccc(C)c3nc21	-1
O=C1N=C2CC(c3ccccc3)CC(=O)C2C=C1C(=O)Nc1cccc(Cl)c1 (stereo not given)	-6
Cc1ccc(C)c(CN2C(=O)c3ccccc3S(=O)c3ccc(C(=O)N4CCOCC4)cc32)c1 (stereo not given)	-3

Assay outcomes: PubChem BioAssay, Icahn School of Medicine at Mount Sinai

A portion of the library; rates above refer to the full screens.
